Source: PubChem BioAssay
Pf Dd2 inh = blocks in vitro growth of P. falciparum Dd2 | P. falciparum Dd2 growth, SYBR Green, 72 h | Potency, µM (doses to about 28.9 µM), inactives show at the highest dose activity, negative = inhibition, hits mostly inhibitors | actives 4.3% (n = 120,000) | AID 1347417; active = well fitted inhibition curve with a large enough effect; inconclusive = small, poorly fitted or top-dose-only effect; inactive = no such curve, though single readings can be large or run the other way;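 also: plate controls were DMSO vehicle for no effect and reference drug for full effect; nearly all actives have a fitted effect of over 65% in size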
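Infected erythrocytes (Dd2, 0.3% parasitemia, 2.5% hematocrit final) are added to compound in RPMI-1640/Albumax II medium, grown 72 h at 37C in low oxygen, then lysed with saponin/Triton-X containing SYBR Green and read by fluorescence.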
Numbers without * were called inactive; i = inactive; ? = inconclusive; & = joins results of further samples; [ ] = remark or other dose. Potency is read from the fitted curve at half-maximal effect. An excerpt (hit frequency here may not be typical).

SMILES	Pf Dd2 inh
Cc1nn(-c2ccc(C(C)(C)C)cc2)c(C)c1[C@@H]1C=C[C@@H](NC(=O)c2ccco2)C1	?
COC(=O)c1ccccc1NC(=O)Cn1ccn2nc(-c3ccccc3)c(CO)c2c1=O	-15%
COCCN1C(=O)CS(=O)(=O)C12CCN(C(=O)c1ccccc1F)CC2	7%
COCCCNC(=O)c1ccc(Cn2ccn3nc4c(c3c2=O)CCCC4)cc1	?
CC(=O)c1ccc(NC(=O)Cn2cc3c(n2)CCCC3)cc1	3%
Cc1ccc(CNc2nnc(C)c3nnn(Cc4ccc(F)cc4)c23)cc1	25%
CNC(=O)CCN(C)c1nccc(-c2ccc(C)nc2C)n1	7%
CN(C)c1ccc(-c2nc(-c3ccncc3)no2)cc1[N+](=O)[O-]	?
CCCNC(=O)C(NC(=O)c1ccc(OC)cc1)C1CCN(C(=O)c2ccc3c(c2)OCO3)CC1 (stereo not drawn)	i
O=C(NCCc1noc(-c2ccccc2)n1)C1COc2ccccc2C1 (stereo not drawn)	1%
CNCCN1C(=O)CC[C@H]2CN(c3nc4cc(C)ccc4o3)CC[C@H]21	-9%
CC(C)CC(=O)n1nc(-c2ccco2)nc1NCc1ccc(Cl)cc1	-6%
CCCC1=Nc2cc(C(=O)NC(C)c3ccccc3)ccc2Sc2ccc(C)cc21 (stereo not drawn)	-14%
CCc1c(C)nc(SCC(=O)N2CCN(c3ccccc3OC)CC2)[nH]c1=O	i
Cc1cc(-c2ccc(C)c(S(=O)(=O)N(Cc3cccs3)C(C)C)c2)on1	24%
CCn1ccc2sc(C)c(C(=O)NCCC(C)C)c2c1=O	?
CC(=O)c1cccc(NC(=O)C2=CC(c3ccc(F)cc3)=NS(=O)(=O)N2C)c1	40%[activator][0.594 µM]
CO[C@H]1[C@H](NC(=O)Cn2nc(C)c(C)c2C)c2ccccc2C12CCNCC2	3%
COc1ccc(C(=O)NCC2CCN(c3cnn(C)c(=O)c3)C2)c(OC)n1 (stereo not drawn)	-3%
COc1ccc(Cl)cc1NC(=O)Cn1c(-c2ccc(F)cc2)nc(C)c(CCO)c1=O	14µM*
CCc1nn2c(=O)cc(COC(=O)c3ccccc3NC(=O)c3cccs3)nc2s1	13%
Cc1ccc(CC(=O)N2CC(c3nnc(-c4ccc(C)cc4)o3)C3(CCOCC3)C2)cc1 (stereo not drawn)	i
COc1ccc(NC(=O)O[C@@H]2CC[C@]3(C)C(CC[C@@H](O)[C@H]3CC(=O)NCc3ccc4c(c3)OCO4)[C@]2(C)CO)cc1 (stereo partly drawn)	-22%
COC(=O)c1cccc(Nc2c(-c3ccc(SC)cc3)nc3nc[nH]n23)c1	0%
CC(=O)c1cccc(-n2c(=O)c3c4c(sc3n(CC(=O)c3ccc(Cl)cc3)c2=O)CN(C(C)=O)CC4)c1	-22%
Remaining list, next part:
SMILES	Pf Dd2 inh
COCCCNC(=O)Cn1c(=O)n(-c2ccccc2)c(=O)c2c1c1cc(OC)ccc1n2C	4%
COC(=O)c1ccc(NC(=O)Cn2ccn3nc(-c4ccc(OC)cc4)cc3c2=O)cc1	61%[activator]
O=C(Cn1ccn2nc(-c3ccc(F)cc3)c(CO)c2c1=O)Nc1ccc(Cl)cc1F	?
O=C1N(C2CCCCC2)C[C@H]2CN(Cc3ccc(C(F)(F)F)cc3)CCN12	?
Cc1ccc(S(=O)(=O)N2CCC(OC3CCN(Cc4ccccc4)CC3)CC2)cc1C	0.89µM*
CCN(CC)c1cc(CCC(=O)NCCCN2CCN(C)CC2)ccn1	13%
CC(=O)c1ccc(NS(=O)(=O)c2cc(-c3cnc(C4CC4)o3)ccc2C)cc1	?
CCc1ccc(C2c3c(oc4ccc(C)cc4c3=O)C(=O)N2c2nc(C)c(C)s2)cc1 (stereo not drawn)	-6%
CNC(=O)[C@@H]1C[C@@H](O)CN1C1CCN(C(=O)c2cccc(OC)c2)CC1	-6%
O=C(NCc1ccc(F)cc1)c1ccc(CSc2nc3ccncc3n2Cc2ccc(F)cc2)cc1	11µM*
CCn1cc(CN2CCSCC2)ccc1=O	1%
Cn1ccnc1CNC(=O)C[C@@H]1C[C@H]2O[C@H](CNCc3cnccc3C(F)(F)F)[C@@H](O)[C@H]2O1	30%
COc1cc(NC(=O)CC2C(=O)OCCN2Cc2ccccc2)cc(OC)c1 (stereo not drawn)	33%[activator]
O=S(=O)(c1cccnc1)N1CCC(OC2CCN(Cc3cccnc3)CC2)CC1	-20%
Cc1ccc(C)c(NC(=O)Cn2c(=O)n(Cc3cccs3)c(=O)c3cccnc32)c1	i
Cn1c2ccccc2c2cnn(CC(=O)NCCCN3CCN(c4ccccc4F)CC3)c(=O)c21	?
C=CCC1(CO)CCCN(S(=O)(=O)c2ccccc2F)C1 (stereo not drawn)	-7%
O=C(c1ccc2c(c1)N(Cc1ccc(Cl)cc1)C(=O)c1ccccc1S2(=O)=O)N1CCCC1	?
CCn1nnc2cc(C(=O)Nc3cccc(Cl)c3)ccc21	?
CCOc1ccc(NC(=O)CCc2c(C)nc3nc(C)nn3c2C)cc1	i
Cc1cn2nc(C(=O)N3CCC(NC(=O)COc4ccccc4)CC3)cc2c(=O)[nH]1	?
CC(C)(C)c1ccc(C(=O)Nc2ccc([C@H]3OCC(=O)N[C@@H]3CO)cc2)cc1	?
Cc1noc(C)c1CCC(=O)NC(c1cnn(C)c1)C1CC(O)C1 (stereo not drawn)	5%
COCCOC1CCN(C(=O)Cc2cccs2)CC1	30%
COc1ccccc1N1CCN([C@H]2[C@@H]3OC[C@@H](O3)[C@@H](NCc3ccc(OC(F)(F)F)cc3)[C@@H]2O)CC1	i

In another format: results already given
| structure | Pf Dd2 inh |
| --- | --- |
| CCn1cc(CN2CCSCC2)ccc1=O | 1% |
| Cn1ccnc1CNC(=O)C[C@@H]1C[C@H]2O[C@H](CNCc3cnccc3C(F)(F)F)[C@@H](O)[C@H]2O1 | 30% |
| COc1cc(NC(=O)CC2C(=O)OCCN2Cc2ccccc2)cc(OC)c1 (stereo not drawn) | 33%[activator] |
| O=S(=O)(c1cccnc1)N1CCC(OC2CCN(Cc3cccnc3)CC2)CC1 | -20% |
| Cc1ccc(C)c(NC(=O)Cn2c(=O)n(Cc3cccs3)c(=O)c3cccnc32)c1 | i |
| Cn1c2ccccc2c2cnn(CC(=O)NCCCN3CCN(c4ccccc4F)CC3)c(=O)c21 | ? |
| C=CCC1(CO)CCCN(S(=O)(=O)c2ccccc2F)C1 (stereo not drawn) | -7% |
| O=C(c1ccc2c(c1)N(Cc1ccc(Cl)cc1)C(=O)c1ccccc1S2(=O)=O)N1CCCC1 | ? |
| CCn1nnc2cc(C(=O)Nc3cccc(Cl)c3)ccc21 | ? |
| CCOc1ccc(NC(=O)CCc2c(C)nc3nc(C)nn3c2C)cc1 | i |
| Cc1cn2nc(C(=O)N3CCC(NC(=O)COc4ccccc4)CC3)cc2c(=O)[nH]1 | ? |
| CC(C)(C)c1ccc(C(=O)Nc2ccc([C@H]3OCC(=O)N[C@@H]3CO)cc2)cc1 | ? |
| Cc1noc(C)c1CCC(=O)NC(c1cnn(C)c1)C1CC(O)C1 (stereo not drawn) | 5% |
| COCCOC1CCN(C(=O)Cc2cccs2)CC1 | 30% |
| COc1ccccc1N1CCN([C@H]2[C@@H]3OC[C@@H](O3)[C@@H](NCc3ccc(OC(F)(F)F)cc3)[C@@H]2O)CC1 | i |

(list continues)
SMILES	Pf Dd2 inh
Cc1cc(CNC(=O)[C@@H]2CCC[C@@H](NC(=O)CC(C)C)CN(C)C(=O)C2)no1	5%[44.1 µM]
O=C(Cc1cccs1)N1CC[C@H]2COC(=O)N2c2cc(F)ccc2C1	-11%[44.1 µM]
O=C(CCCc1nc(-c2ccc(Cl)cc2)no1)NCc1ccco1	1%
COc1ccccc1N1CCN(C(=O)c2cc(S(=O)(=O)N3CCC(C)CC3)cn2C)CC1	8.9µM*
Cc1ccc(NC(=O)CSc2nnc(-c3cc4occc4n3C)n2-c2ccccc2C)cc1F	19%
Cc1ccc(NC(=O)Cn2nc(-c3ccc(F)cc3)c3cnc4ccc(C)cc4c32)cc1	46%[activator]
CCOC(=O)c1cccc(NC(=O)CC(c2cc(OC)c(OC)c(OC)c2)N2Cc3ccccc3C2=O)c1 (stereo not drawn)	?
O=C(NCc1ccc(Cl)cc1)c1cc(S(=O)(=O)N2CCCCC2)c[nH]1	11µM*
COc1ccc(-c2cc(N3CCN(C(=O)c4cccc(OC)c4)CC3)n[nH]2)cc1	i
O=C1c2c(nc(COc3cccc(F)c3)n2Cc2ccccc2)NCCN1CC1CC1	-3%[44.1 µM]
O=C(NCCc1csc2nc(-c3ccccc3F)nn12)C(=O)Nc1cc(F)ccc1F	47%[activator]
CCOc1ccc(N2C(=O)c3n[nH]c(-c4cccs4)c3C2c2cccc(F)c2)cc1 (stereo not drawn)	?
Cc1cccc(CCn2c(=O)c3ccccc3n(CC(=O)Nc3ccccc3F)c2=O)c1	23%
Cc1ccc(Cn2c(C(=O)O)c(CNCc3ccc(OC(C)C)cc3)c3ccc(C)cc32)cc1	11µM*
CCOC(=O)CC(NC(=O)Cn1nnc(-c2ccc(C(F)(F)F)cc2)n1)c1ccccc1Cl (stereo not drawn)	1%
O=C(c1nc(-c2ccc(Cl)cc2)c2ccccn12)N1CCOCC1	-21%[44.1 µM]
N#Cc1ccc(CN2CC3CCC(C2)N3c2ccc(C(F)(F)F)cc2)cc1	i
O=C(Cn1c(=O)nc(-c2ccccc2)c2ccccc21)NCCCc1ccccc1	-5%
CCOC(=O)c1c(NC(=O)CSc2cn(CCNC(=O)c3ccc(OC)cc3)c3ccccc23)sc2c1CCC2	13µM*
CC(C)Cc1cc(C(=O)N2CCc3nc(-c4ccccc4)[nH]c3C2)nc(=O)[nH]1	-21%
Cc1ccccc1C(=O)Nc1ccc(NC(=O)c2cccs2)cc1	41%[activator]
COc1cccc(N2C(=O)NC(=NC3CCCC3)C23CCN(Cc2cccnc2)C3)c1 (stereo not drawn)	?
CC(C)NC(=O)C1CN(c2cccc(Cl)c2)C(=O)N1 (stereo not drawn)	-5%&0%[44.1 µM]
Cc1ccc(NC(=O)CN2C(=O)C(c3ccccc3)=NC23CCCC3)c(C)c1	1%
COc1ccc(CC(=O)NC2CCN(c3cc(-c4ccc(F)cc4)[nH]n3)CC2)cc1OC	i
Following part:
SMILES	Pf Dd2 inh
FC(F)(F)c1cc(Nc2cnc3ccc(N4CCOCC4)nn23)ccc1Cl	-17%[44.1 µM]
Cc1ccc(S(=O)(=O)NCC2CCC(C(=O)NCCc3ccccc3)CC2)cc1 (stereo not drawn)	38%[activator]
O=C(NCC1Cn2cccc2CN1Cc1ccccc1)c1ccoc1 (stereo not drawn)	?
CC(C)c1ccc(CNC(=O)c2ccc(N3CCCC3)c(NC(=O)NCc3ccc(F)cc3)c2)cc1	10%
CCc1noc(-c2cccn3c(CNC(=O)c4cc(C)ccc4C)nnc23)n1	?
CN(C)CCNC(=O)c1cccnc1OC1CCNCC1	i
COCCCNC(=O)c1cn(CCOC)c(=O)c2c1c1ccccc1n2C	21%
O=C(Cn1nc2c(cc1=O)CCCCC2)Nc1ccc(F)cc1	-4%
NC(=O)c1ccc(N2CCN(Cc3cnc(-c4ccco4)nc3)CC2)nc1	-3%
O=C(NC1CCCCCC1)C1c2ccccc2C(=O)N1Cc1ccccc1Cl (stereo not drawn)	i
Cc1ccc(-c2cc3c(=O)n(CCNC(=O)Cc4c[nH]c5ccccc45)ccn3n2)c(C)c1	10µM*
Cc1cccc(N(CC(=O)N[C@H]2CC[C@H]2NC2CCCC2)S(C)(=O)=O)c1	?
O=C(C1CC1)N1CC[C@H]2COC(=O)N2c2ccccc2C1	31%[44.1 µM]
COc1ccc(C(=O)N2CCC(n3cc(-c4nc(C)no4)nn3)CC2)c(OC)c1	5%
COc1cccc(N2C(=O)NC(=NC3CCCCC3)C23CCN(C(=O)c2cccnc2)C3)c1 (stereo not drawn)	6%
COc1ccc(C2NC(=O)N(C)C3=C2C(=O)N(c2ccc(F)cc2)C3)cc1 (stereo not drawn)	43%[activator]
CCn1nc(C)cc1C(=O)NCc1cccnc1N1CCOCC1	-2%
O=C(c1ccc(C(F)(F)F)cc1)N1CCCC2(C1)C(=NC1CCCC1)NC(=O)N2c1cc(F)cc(F)c1 (stereo not drawn)	?
CC(C)Cc1cc(C(=O)N2CCc3[nH]nc(-c4ccccc4F)c3C2)n(C)n1	?
O=C1CCN(C(=O)CCCc2ccccc2)CCCC(c2nc(-c3cccnc3)no2)CCN1 (stereo not drawn)	i
O=C(CSc1nc2ccsc2c(=O)n1Cc1ccccc1F)NCc1ccccc1Cl	-1%
Cc1nn(C)c2c1c(-c1ccccc1)cc(=O)n2C(C)C(=O)NCc1ccc(F)cc1 (stereo not drawn)	7%
O=C1NCCN1C1CCN(Cc2ccc(F)cc2)CC1	3%[44.1 µM]
O=C(CCc1cccs1)N1CCOC(CCCc2ccccc2)C1 (stereo not drawn)	-4%
CCn1ccc(C(=O)N2CCC(CCOC)(NS(C)(=O)=O)CC2)n1	25%
The list goes on.
SMILES	Pf Dd2 inh
CN1C[C@@H](NC(=O)COc2ccccc2)C[C@H]1c1nc(-c2ccncc2)no1	?
CC1=C[C@@H](CNCCN2CCNC2=O)[C@H](C(C)C)C[C@H]1Cc1nnc(-c2cccnc2)o1	?
COc1ccc(-c2cc([C@H]3CN4CC[C@H]3C[C@@H]4CNS(=O)(=O)Cc3ccccc3)n(C)n2)cc1OC	11µM*
O[C@@H]1C[C@@H](c2nnc3n2CCN(CC2CCCCC2)C3)N(Cc2ccccc2)C1	?
CN1CC2(CCN(C(=O)c3cccn3C)CC2)CC1C(=O)N1CCOCC1 (stereo not drawn)	3%
COCc1cc(C[C@@H]2CC[C@H](O)[C@@H](CNC(=O)C(C)C)O2)no1	-14%[44.1 µM]
O=C(Nc1ccccc1C(=O)OCc1cc(=O)n2c3c(sc2n1)CCCC3)c1ccccc1	82%[activator]
Cc1cc(C(=O)NCc2c(C)ncc3c2CCNC3)n[nH]1	3%
CCCCC(CC)CNC(=O)c1ccc2c(=O)n(CCOC)c(=O)[nH]c2c1 (stereo not drawn)	-13%
